Screening data as filed in PubChem BioAssay.
MMP13 inhibition – MMP13 inhibitors among fluorescent compounds, confirmation, biochemical, possible fluorescent artifacts, delta fluorescence (AID 734) | MMP13 fTHP FRET cleavage, delta fluorescence 4 h; active compounds read high | inhibition, %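 (each compound tested at 4 µM nominal in triplicate)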 | 5,100 tested, under 10 active;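 active = inhibition above the mean inhibition over all tested compounds plus 3 SD, cut at about 75% in these data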;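 note: 0% = DMSO only wells and 100% = 8 µM reference MMP13 inhibitor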
* hit, by the source's call. Only part of the results is shown. The share of hits here may be higher or lower than overall.

SMILES	MMP13 inhibition
COc1cc2nc(N3CCN(C(=O)C4COc5ccccc5O4)CC3)nc(N)c2cc1OC (configuration not stated)	-17.9
NS(=O)(=O)c1cc2c(cc1C(F)(F)F)NC(Cc1ccccc1)NS2(=O)=O (configuration not stated)	3.9
